Screens as filed in PubChem.
TTR transcr act = TTR transcription activators in neuroblastoma reporter cells, primary screen, cell-based, luminescence, SH-SY5Y, TTR promoter Gaussia luciferase; 100% = recombinant luciferase protein wells; activation, % at 16.7 µM; 92,000 compounds, 1.3% hits; AID 1117267, 2014;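 active means activation above the mean of all tested compounds plus 3 SD, cut at about 9.5% in these data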;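 further: cells exposed to compounds for one day before reading; 0% = median of all test compound wells on the plate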
Active calls of the source: *. The list is partial. The share of hits here may be higher or lower than overall.

TTR transcr act	structure
-0.8	CC(C)Cc1cc(C(=O)N2CCC(N3CCC(C(=O)N4CCCC4)CC3)CC2)n[nH]1
-2.5	O=C(O)c1cc(N2C(=O)C=CC2=O)cc(N2C(=O)C=CC2=O)c1
-0.5	O=C(CSc1nc2ccccc2c(=O)n1-c1ccc(F)cc1)Nc1ccc(C(=O)O)cc1
2.3	O=C(CSc1nnc(-c2ccccc2Cl)n1Cc1ccco1)Nc1ccc2c(c1)OCCO2
-1.9	Cc1occc1C(=O)N1CCN(c2ccc(Cl)c(Cl)c2)CC1
0.5	CC1(C)Oc2ccc3ccc(=O)oc3c2/C(=C/NNC(N)=S)C1=O
2.5	CN1CCN(c2ncnc3c2cnn3-c2ccc(Cl)cc2)CC1
-0.5	COc1ccc(-c2ccc3c(c2)[C@@H]2C[C@H](N(C)C(=O)C(C)(C)C)[C@H]([C@H](C)O)C(=O)N2CC3)cc1
-1.6	COc1ccc(Nc2ccc(N3C(=O)CCC3=O)cc2[N+](=O)[O-])cn1
0.6	CC(C)C(=O)Nc1ccccc1N1CCN(S(C)(=O)=O)CC1
-0.6	O=C(CSc1nnnn1C1CCCC1)Nc1ccccc1N1CCOCC1
1.9	O=C(c1cccc(C(F)(F)F)c1)N1CCC(O)(CS(=O)(=O)Cc2ccccc2Cl)CC1
0.1	CC1CCc2cc(F)ccc2N1C(=O)c1cccnc1 (stereo unspecified)
0.2	S=C(Nc1ccccc1)Nc1cccc(Cl)c1Cl
-0.1	COc1cccc(OCc2nc3ccccc3[nH]2)c1
0.3	O=C(CNc1ccccc1)N/N=C/c1ccc2c(c1)OCO2
1.5	CCOC(=O)N1CCC(c2[nH][nH]c(=O)c2C)CC1
4.4	CC(C)(C)OC(=O)[C@H](Cc1ccccc1)NC(=O)c1nc[nH]c1C(=O)N1CCN(c2ccccc2)CC1
7.5	O=C(NCCCN1CCc2ccccc2C1)C1CCN(S(=O)(=O)N2CCC3(CC2)OCCO3)CC1
8.0	COc1ccc(/C=N/NC(=O)CCC(=O)Nc2ccc(F)cc2)c(OC)c1
-1.5	CC1=C(C(=O)Nc2ccccc2C)C2(CCCC2)C(C(N)=O)C(=O)N1 (stereo unspecified)
-0.3	COc1ccc2ncccc2c1Cc1c(OC)ccc2ncccc12
1.1	COCCCN1C(=O)C(CC(=O)NCc2cccs2)CC(C(=O)N2CCOCC2)=C1C (stereo unspecified)
1.4	CCc1nc2ccccc2c(C(=O)Nc2ccc(F)cc2)c1C
5.3	FC(F)(F)c1cc(Cl)c2nc(-c3ccccc3)cn2c1
-1.8	CCC1CCCCN1C1Sc2ccc(C(=O)OC)cc2NC1=O (stereo unspecified)
1.8	O=C1NCCSC1c1ccccc1 (stereo unspecified)
-0.8	Cc1ccc(O)c(NC(=O)c2cccc(S(=O)(=O)N3CCCCC3)c2)c1
-1.4	Cc1cccc(C(C)C)c1NC(=O)c1ccc(OCC2CCCO2)cc1 (stereo unspecified)
-4.5	COCCn1nnnc1C(c1ccccc1OC)N1CCN(c2ccccc2F)CC1 (stereo unspecified)
-0.4	CCCCOP(=O)(c1ccc(N(C)C)cc1)C(O)c1cccnc1 (stereo unspecified)
0.4	CCOc1ccccc1N1CCN(CC(=O)c2c(N)n(C)c(=O)n(C)c2=O)CC1
6.8	Cc1cnc(C(=O)Nc2ccc(S(=O)(=O)NCC(C)C)cc2)cn1
0.8	COc1ccc(C2C(C#N)=C(N)Oc3n[nH]c(C)c32)cc1CSc1ccccn1 (stereo unspecified)
-1.0	CCN(CC)C(=O)C1=C(C)N(Cc2ccc(OC)cc2)C(=O)C(CC(=O)NC2CCCCC2)C1 (stereo unspecified)
-1.0	Cc1cc(N2CCCC2)nc2ccccc12
-6.9	OCCCCCNc1ncnc2ccccc12
0.1	COc1ccccc1CNC(=O)C1CCCN(c2cnccn2)C1 (stereo unspecified)
-3.0	COc1ccc(-c2cc(-c3ccccc3)n[nH]2)c(O)c1
-2.1	Cc1ccc(C)c(NC(=O)C2CCCN(S(=O)(=O)c3c(C)noc3/C=C/N(C)C)C2)c1 (stereo unspecified)
2.3	CC(O)(Cc1ccccn1)Cc1ccccn1
-0.1	COC(=O)c1[nH]c2ccccc2c1NC(=O)C(C)N1CCN(C(=O)c2ccco2)CC1 (stereo unspecified)
-0.3	Cc1noc2ncc(C(=O)c3cc(F)ccc3O)cc12
-0.5	CCCCN1C(=S)SC(C)(C)C1/[N+]([O-])=C/c1ccc(S(=O)(=O)NC)cc1 (stereo unspecified)
-2.7	Cc1ccc(N/C=C/C(=O)c2ccco2)c(O)c1
0.3	N/C(=N\OC(=O)c1cccc2ccccc12)c1ccncc1
0.5	Cc1c(-c2cccc(Cl)c2)nc2ccccc2c1C(=O)OC/C(O)=C(\C#N)c1nc2ccccc2[nH]1
-3.4	O=C(Nc1ncc(Cc2ccc(SC(F)F)cc2)s1)c1ccc(OC(F)F)cc1
-1.1	O=S(=O)(Nc1nnc(C2CC2)s1)c1ccccc1
-1.4	Cc1c(C(=O)OCC(=O)Nc2ccc(C(N)=O)cc2)cccc1[N+](=O)[O-]
0.3	COc1ccc(N(CC(=O)N/N=C/c2ccc(OC3CSC3)cc2)S(=O)(=O)c2ccccc2)cc1
-1.3	Cn1c(SCC(=O)c2ccccc2)nnc1-c1cccc(N)c1
1.8	CCN(C(=O)CSc1nnc(COc2ccccc2F)n1N)c1c(N)n(Cc2ccccc2)c(=O)[nH]c1=O
1.8	CC(C)CNS(=O)(=O)c1ccc(Br)cc1N1CCC[C@@H]1CO
4.4	Cc1cc2c(cc1C)-c1nnnn1C(C)(C)C2
-1.9	O=C(CSc1nnc(-c2ccc(C(F)(F)F)cn2)s1)c1ccc(Cl)cc1
-1.5	COC(=O)CNC(=O)CCCCC(=O)NCC(=O)OC
1.4	O=C(/C=C/c1ccccc1[N+](=O)[O-])NCc1cccnc1
-0.7	COCCc1nc2ccc(C(=O)N(C)Cc3cccc(-n4nc(C)cc4C)c3)cc2o1
0.0	Cc1[nH]nc(-c2ccc(O)c(C)c2O)c1Oc1ccccc1

(more compounds)
TTR transcr act	structure
-0.6	Cc1cc(OCCSc2nnc(-c3cccs3)n2C)ccc1Cl
-0.8	COCOCCn1cc(CN2CCS(=O)(=O)N(Cc3ccc(-c4ccc(Cl)cc4)cc3)C(C(C)C)C2=O)nn1 (stereo unspecified)
-0.2	CC1(C(=O)NCc2cccnc2)CCC(=O)N1CCc1ccccc1 (stereo unspecified)
0.9	CCc1nc(SCC(=O)Nc2ccccc2)c2c(=O)n(C)c(=O)n(C)c2n1
-2.5	C[C@H]1[C@@H](OC(=O)N2CCCC2)CC[C@@]23CCCN2C(=O)CCC[C@@H]13
-1.2	COc1ccc(N2CCN(C(=O)C3CCN(S(=O)(=O)c4ccc(C)cc4)CC3)CC2)cc1
7.4	Nc1ncnc2c1C(c1ccccc1)c1c(ccc3ccccc13)O2 (stereo unspecified)
-1.4	CN(Cc1ccccc1)C(=O)c1ccc(COc2ccccc2)cc1
0.3	O=C(c1ccc([N+](=O)[O-])o1)N1CCN(Cc2ccccc2)CC1
-2.1	CCOCCN(C(=O)c1ccccc1Cl)c1ccccc1
0.5	COc1cccc(C(O)c2nc(-c3ccccc3OC)cs2)c1 (stereo unspecified)
-3.4	Cc1csc(N2CCN(c3cc4c(cc3Cl)nc(-c3ccncc3)n4CCCN3CCCC3)CC2)n1
3.1	CCCCCC/C(=N/O)c1ccccn1
0.0	CCCCC(CC)CNC(=O)CCS(=O)(=O)c1cccc2nsnc12 (stereo unspecified)
-1.5	CN(C)c1nc(N)nc(CSc2nnnn2-c2ccccc2)n1
-1.6	CCn1c(-c2csc(C(C)C)c2)n[nH]c1=S
-0.5	O=C(CNc1ccc(Cl)cc1)c1ccc(Br)cc1
-0.3	COc1ccc(C(=O)C2CCN(S(=O)(=O)c3ccc4c(c3)OCCO4)CC2)cc1
5.0	Cc1c(-c2ccc(Cl)cc2)[n+](=O)c(-c2ccccc2)cn1[O-]
2.0	CCOCCCN(C(=O)c1ccco1)C(C(=O)NC1CCCC1)c1ccc(OC)cc1 (stereo unspecified)
-0.4	CCc1nc2sc3ccccc3c(=O)c2c(=O)n1Cc1ccc(OC)cc1
-1.3	Cc1cccc(C)c1-n1nnnc1C1(C)CCC(=O)N1C1CCN(Cc2ccccc2)CC1 (stereo unspecified)
-1.0	COC(=O)Cn1c(=O)c2c(nc3n2CC(C)CN3CCc2ccccc2)n(C)c1=O (stereo unspecified)
0.2	O=C1c2ccccc2C(=O)N1CCCOc1ccccc1
1.8	Cn1c(=O)n(C)c2cc(NC(=O)COc3ccc(F)cc3)ccc21
0.7	O=C(Nc1nc2ccccc2[nH]1)C1CCCO1 (stereo unspecified)
-3.2	COc1ccc(/C=N/Nc2ccc([N+](=O)[O-])cc2)cc1Cn1cc([N+](=O)[O-])cn1
0.5	N#Cc1ccccc1COC(=O)CCN=C1NS(=O)(=O)c2ccccc21
-2.0	CCOC(=O)N1CCC(NC(=O)CS(=O)Cc2nc(-c3ccc(C)cc3)oc2C)CC1 (stereo unspecified)
-5.7	CN(Cc1ccccc1)C(=O)c1cccc(NC(=O)Cc2ccc(NC(=O)C3CCCN(C(=O)c4ccccc4)C3)cc2)c1 (stereo unspecified)
-1.8	C/C(=N\NC(=S)NCC(C)(C)C)c1cc(F)cc(F)c1O
-3.3	C=C(C)COc1ccc(-c2[nH]ncc2Oc2cccc(OC)c2)c(O)c1
0.3	CN(Cc1ccccc1)C(=O)COc1ccc(N(C)S(=O)(=O)c2ccc(F)cc2)cc1
0.3	O=C(Nc1ccc(NC(=O)C2CC2)nc1)c1cnccn1
3.1	COc1ccc2c3n([n+]([O-])c2c1)CCN=C3c1cc(Cl)c(N)c(Cl)c1
-1.6	Cc1ccc(C(=O)c2oc3nc(C)cc(C)c3c2N)cc1
5.2	Cc1ccnc(NC(=O)c2cccs2)c1
2.3	Cn1c(SCC(=O)NC2(C#N)CCCCC2)nnc1-c1cccnc1
-1.1	O=C(N1CCc2ccccc2C1)n1cc(C(O)(c2ccccc2)c2ccccc2)nn1
-0.3	CCN1CCN(CCNC(=O)c2cn(C(C)c3ccccc3F)nn2)CC1 (stereo unspecified)
0.8	COc1ccccc1-n1c(CNC(=O)c2ccc(S(=O)(=O)N3CCCCC3)cc2)n[nH]c1=S
4.0	CCO[C@@H]1OC(C(=O)O)=C[C@H](c2cn(C(C)=O)c3ccccc23)[C@H]1CCCO
0.6	C/C(CCC(C)C)=N\NC(=S)NCc1ccccc1
3.9	Cn1ncc(C(=O)N=S(C)(=O)c2ccccc2)c1[N+](=O)[O-] (stereo unspecified)
-1.3	O=C(NCCCN1CCOCC1)c1ccc(CNS(=O)(=O)c2ccc(F)cc2)cc1
-0.4	CCCCOCCCNC(=O)C[C@H]1C[C@@]2(C(=O)OC)C(=C[C@H](C(C)C)O[C@@H]2C2CC2)N(CCc2ccc(OC)c(OC)c2)C1=O
0.4	COc1ccc(NC(=O)NN2CCN(C)CC2)c(OC)c1
-0.1	CCCC(=O)Nc1cc2c3c(c1)C(C)C(=O)N3CCC2 (stereo unspecified)
0.9	Cc1ccccc1-n1nc2c(c1NC(=O)COc1ccc(Cl)cc1)CS(=O)C2 (stereo unspecified)
-0.6	Cc1cc(Sc2nccn2C)ncc1[N+](=O)[O-]
-1.8	O=C1CC(Sc2ncn[nH]2)C(=O)N1c1ccccc1 (stereo unspecified)
-1.4	CC(C)(C)NC(=O)CN1CCN(C(=O)CCl)CC1
-1.6	CCS(=O)(=O)c1nc(S(=O)(=O)c2ccc(Cl)cc2)c(N2CCCC2)s1
-1.5	COc1ccccc1-c1nnc(SCC#CCOC(=O)c2ccc(F)cc2)o1
1.9	CCCCCc1c(O)nc(SCCN(C)C)[nH]c1=O
0.6	CCOc1ccc(NC(=O)CSc2nc(NS(=O)(=O)c3ccc(C)cc3)cc(=O)[nH]2)cc1
-1.0	CC(Sc1nnc(Cc2cccs2)n1C1CCCCC1)C(=O)N1CCc2ccccc21 (stereo unspecified)
-1.2	O=c1cc(-c2ccccc2)[nH]c2ccc(F)cc12
2.0	CC(=O)C1=C(O)C(=O)N(CCCn2ccnc2)C1c1ccc(Br)cc1 (stereo unspecified)
-0.2	Cc1cccc(NC(=O)COc2cccc3c2CCN(C)C3=O)c1
-3.2	CN(C(=O)c1ccccc1Cl)c1ccccc1
-4.2	COc1cc(-c2coc3c(C(=O)NCc4ccncc4)cccc23)ccc1O
10.0*	NC(=O)CC(NC(=O)Cc1ccc(Br)cc1)c1ccc(NC2CCCCCC2)c([N+](=O)[O-])c1 (stereo unspecified)

Filtered by structure, the compounds so far with an aryl thioether with sulfur outside any ring.
TTR transcr act	structure
-0.5	O=C(CSc1nc2ccccc2c(=O)n1-c1ccc(F)cc1)Nc1ccc(C(=O)O)cc1
2.3	O=C(CSc1nnc(-c2ccccc2Cl)n1Cc1ccco1)Nc1ccc2c(c1)OCCO2
-0.6	O=C(CSc1nnnn1C1CCCC1)Nc1ccccc1N1CCOCC1
0.8	COc1ccc(C2C(C#N)=C(N)Oc3n[nH]c(C)c32)cc1CSc1ccccn1 (stereo unspecified)
-3.4	O=C(Nc1ncc(Cc2ccc(SC(F)F)cc2)s1)c1ccc(OC(F)F)cc1
-1.3	Cn1c(SCC(=O)c2ccccc2)nnc1-c1cccc(N)c1
1.8	CCN(C(=O)CSc1nnc(COc2ccccc2F)n1N)c1c(N)n(Cc2ccccc2)c(=O)[nH]c1=O
-1.9	O=C(CSc1nnc(-c2ccc(C(F)(F)F)cn2)s1)c1ccc(Cl)cc1
-0.6	Cc1cc(OCCSc2nnc(-c3cccs3)n2C)ccc1Cl
0.9	CCc1nc(SCC(=O)Nc2ccccc2)c2c(=O)n(C)c(=O)n(C)c2n1
-1.5	CN(C)c1nc(N)nc(CSc2nnnn2-c2ccccc2)n1
2.3	Cn1c(SCC(=O)NC2(C#N)CCCCC2)nnc1-c1cccnc1
-0.6	Cc1cc(Sc2nccn2C)ncc1[N+](=O)[O-]
-1.8	O=C1CC(Sc2ncn[nH]2)C(=O)N1c1ccccc1 (stereo unspecified)
-1.5	COc1ccccc1-c1nnc(SCC#CCOC(=O)c2ccc(F)cc2)o1
1.9	CCCCCc1c(O)nc(SCCN(C)C)[nH]c1=O
0.6	CCOc1ccc(NC(=O)CSc2nc(NS(=O)(=O)c3ccc(C)cc3)cc(=O)[nH]2)cc1
-1.0	CC(Sc1nnc(Cc2cccs2)n1C1CCCCC1)C(=O)N1CCc2ccccc21 (stereo unspecified)
